TAG inh = triacylglycerol accumulation inhibition; H9c2 cells, Nile Red lipid (TAG) fluorescence; cells loaded with 200 µM oleic acid; inhibition, % at 12.5 µM; hit rate 0.66% among 230,000; AID 651582;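 active = pattern-corrected inhibition of lipid staining of at least 50% with the nuclear-stain viability signal not falling by more than 50%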;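 also: 0% = DMSO wells and 100% = triacsin C control wells; some results filed as inactive read as strong as hits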
TAG inh DAPI viability = second read-out of TAG inh, no call of its own (marks repeat the call); DAPI nuclei signal change (viability), lower = more cytotoxic, %;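 whole-well DAPI fluorescence read on a plate reader as a viability signal; minus 50 percent equals half of cells still viable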
* marks the source's active call; other numbers are inactive results. Only part of the results is shown; rates above refer to the full screens.

Fields – TAG inh | TAG inh DAPI viability
Nc1c(Cl)cc(-c2csc(N3CCCC3c3nc4cc(Cl)c(Cl)cc4n3CCCO)n2)cc1Cl (stereo unspecified)
  71* | -3.6*
O=c1c(Cl)c(N2CCN(c3ccccc3)CC2)cnn1C12CC3CC(CC(C3)C1)C2
  -2 | 0
Cc1cccc(C(=O)NC2CCN(S(=O)(=O)c3ccccc3)CC2)c1
  8 | 0
O=C(N/N=C/C(Br)=C/c1ccccc1)C1CC1
  -10 | 10
CC(C)CCNC(=O)COC(=O)c1ccc(Br)o1
  7 | -2
CC1CC(C)CN(C(=O)C(NS(=O)(=O)c2ccc3c(c2)oc(=O)n3C)C(C)C)C1 (stereo unspecified)
  -10 | -2
c1cc(C2CCCCC2)ccc1Oc1nc(N2CCOCC2)nc(N2CCOCC2)n1
  80* | -6.0*
Cc1nc(SCC(=O)NCc2ccc3c(c2)OCO3)c(C#N)c2c1CCCC2
  -11 | -3
CC(O)(c1cccc(F)c1)c1nc(-c2cccc(C#N)c2)cs1 (stereo unspecified)
  -13 | 1
Cn1ncc(C#N)c1/N=C/N1CCCC1
  8 | 7
Cn1ncc(Cl)c1C(=O)Nc1cc(C(F)(F)F)ccc1F
  -3 | -6
C/C(NCCc1ccccc1)=C1/CCOC1=O
  6 | -8
CCCCOc1ccc(C(=O)NC)cc1
  -14 | 0
O=C(Cc1ccc(S(=O)(=O)N2CCOCC2)s1)N1CCN(S(=O)(=O)c2ccc(Cl)cc2)CC1
  -26 | -8
Cc1ccc(NC(=O)C(=O)NN)cc1
  4 | 1

Part of the list above in order of SMILES length, highest first:
Fields – TAG inh | TAG inh DAPI viability
O=C(Cc1ccc(S(=O)(=O)N2CCOCC2)s1)N1CCN(S(=O)(=O)c2ccc(Cl)cc2)CC1
  -26 | -8
Nc1c(Cl)cc(-c2csc(N3CCCC3c3nc4cc(Cl)c(Cl)cc4n3CCCO)n2)cc1Cl (stereo unspecified)
  71* | -3.6*
c1cc(C2CCCCC2)ccc1Oc1nc(N2CCOCC2)nc(N2CCOCC2)n1
  80* | -6.0*
Cc1cccc(C(=O)NC2CCN(S(=O)(=O)c3ccccc3)CC2)c1
  8 | 0
O=C(N/N=C/C(Br)=C/c1ccccc1)C1CC1
  -10 | 10
CC(C)CCNC(=O)COC(=O)c1ccc(Br)o1
  7 | -2
CCCCOc1ccc(C(=O)NC)cc1
  -14 | 0

Next section.
Fields – TAG inh | TAG inh DAPI viability
O=C(CN1C(=O)CSC1=O)N1CCCC(Nc2ccc(F)cc2)C1 (stereo unspecified)
  12 | -8
CC(C)(C)c1ccc(C2CC2C(=O)N/N=C\c2ccc[nH]2)cc1 (stereo unspecified)
  16 | -16
Fc1ccc(-c2[nH]ncc2CN(CC2CCC2)CC2CCCO2)c(F)c1 (stereo unspecified)
  -9 | -3
COC(=O)[C@]1(C)N[C@H](CN(C)S(=O)(=O)c2ccc(F)cc2)[C@@H]2C(=O)N(Cc3ccccc3)C(=O)[C@@H]21
  -10 | 7
Clc1ccc(Cl)c(OCc2cc(-c3ccccc3Cl)on2)c1
  -9 | 9
CCOc1ccc(CC(=O)NCc2cn3c(C)csc3n2)cc1
  -13 | 0
CCOc1nc(OCC)nc(N2CCC(C)CC2)n1
  -16 | 2
O=C(O)c1cc(O)ccc1-c1ccc(O)cc1
  -6 | 9
O=C(O)C1CCCCC1C(=O)Nc1ccccn1 (stereo unspecified)
  4 | -12
CCOC(=O)Cc1cnc(NC(=O)CSc2nc(N)cc(N)n2)s1
  -35 | 5
O=C(Cn1c(-c2cncs2)nc2ccccc21)NCCc1ccccc1
  -1 | -3
CCc1ncc(C(O)c2cccc3ccccc23)n1C (stereo unspecified)
  6 | -4
CC(C)(C)c1cc(CN2CCC(O)CC2)cc(C(C)(C)C)c1O
  -5 | -1
OC1CCN(c2ncnc3nc[nH]c23)CC1
  -2 | -11
CCOC(=O)N1CCN(S(=O)(=O)c2ccc(C)cc2)C1c1ccccc1 (stereo unspecified)
  -9 | -7

Continued.
Fields – TAG inh | TAG inh DAPI viability
CCOC(=O)C1(CCOc2ccccc2)CCN(C(=O)CCSC)CC1
  -1 | -1
CCOC(=O)NC(Nc1ncccn1)(C(F)(F)F)C(F)(F)F
  -1 | 2
COc1ccc2cc(C3(C)NC(=O)N(CC(=O)NCc4ccco4)C3=O)ccc2c1 (stereo unspecified)
  45 | 9
Cc1ccc(S(=O)(=O)N(C)C)cc1NC(=O)COC(=O)Cc1ccccc1F
  8 | -4
CC(C)C(NC(=O)c1ccccc1)C(=O)N1CCN(C/C=C/c2ccccc2)CC1 (stereo unspecified)
  4 | -6
CC1(C(=O)NS(=O)(=O)c2ccc(Cl)cc2)CCN1C(=O)C1(c2ccc(Cl)cc2)CC1 (stereo unspecified)
  7 | -3
CCOCCC(=O)Nc1nnc(CCc2ccccc2)s1
  -11 | -2
O=c1c2nnn(Cc3ccccc3)c2ncn1-c1ccccc1
  -11 | 4
O=C(OCC(=O)N1CCCC1=O)c1cc(S(=O)(=O)N2CCOCC2)ccc1Cl
  7 | -1
CSc1ccccc1NC(=O)CN(C)C(C)C(=O)NCc1ccc2c(c1)OCO2 (stereo unspecified)
  3 | -7
O=C(c1cccc(C(=O)N2CCC(O)(c3ccccc3)CC2)c1)N1CCC(O)(c2ccccc2)CC1
  -11 | -3
COc1ccc(CNC(=O)C2CCCN2)cc1OC (stereo unspecified)
  11 | 10
COc1cc(NC(=O)CSc2nnc(C)s2)cc(OC)c1
  14 | -6
NC(=S)NN=Cc1ccc(OC(=O)COc2cc(Cl)c(Cl)cc2Cl)cn1
  41 | -51
CCOc1ccc(N(C(=O)c2ccccc2Cl)C2=NC(C)(C)CS2)cc1
  -16 | 4

(more compounds)
SMILES	TAG inh	TAG inh DAPI viability
CC(=O)Oc1c(Sc2ccccc2[N+](=O)[O-])c(C)nn1C(C)(C)C	-12	2
Clc1ccc(-c2nnc3sc(-c4ccc(Br)o4)nn23)cc1	-3	6
CCNc1nnc(-c2ccc(C)cc2)o1	12	-7
Cc1cccc(C(=O)OCC(=O)N2CCCCCC2)c1	-17	1
COc1cc(CCCN2CCNC[C@@H]2CC2CCCCC2)cc(OC)c1OC	5	3
COC(=O)C1=C(C)N(CCCC(=O)O)C(=O)NC1c1ccc(OC)cc1 (stereo unspecified)	-16	-5
CCc1cccc(CC)c1NC(=O)CSc1nnc(C(C)C)n1CC	-6	3
Nc1nc(NCc2ccco2)nc(NCCO)c1[N+](=O)[O-]	4	1
Cc1cc(C)cc(CC(=O)N2CCC2(C)C(=O)NS(=O)(=O)c2cc(C)ccc2F)c1 (stereo unspecified)	23	-2
O=[N+]([O-])c1ccc(/C=N/n2cn[nH]c2=S)cc1	-6	4

Carrying on.
SMILES	TAG inh	TAG inh DAPI viability
CCOc1ccc(NC(=O)c2ccccc2SC)cc1	-4	4
CC(=O)Nc1cccc(-c2ccnc3c2CC(C)(C(=O)NCc2ccc(F)c(F)c2)O3)c1 (stereo unspecified)	31	-32
Cc1cc(C(=O)NNC(=O)Cc2ccc(Cl)cc2)c(C)o1	7	5
Fc1ccc(COc2ccccc2CNc2nn[nH]n2)cc1	0	-1
COC(=O)c1cc(NC(=O)c2c(-c3ccccc3)noc2C)ccc1N1CCOCC1	-3	-1
O=C(N/N=C/C=C/c1ccco1)c1ccccc1Cl	-22	4
CCn1c(SCC(=O)N/N=C/c2c[nH]c3ccccc23)nnc1-c1ccc(C(C)(C)C)cc1	7	-20
CCOC(=O)C1(C)CCCN1C(=O)c1ccc(C(F)(F)F)nc1C (stereo unspecified)	-13	-9
Cc1ccc(SCC(=O)NCC2COc3ccccc3O2)cc1 (stereo unspecified)	-17	3
COc1cc(C2C(C(C)=O)=C(O)C(=O)N2CCc2ccc(OC)c(OC)c2)ccc1O (stereo unspecified)	-7	1

The list goes on:
SMILES	TAG inh	TAG inh DAPI viability
COc1ccc(/C=C(\C#N)C(=O)OCC(=O)NC(=O)NCCC(C)C)cc1	5	0
CC(C)C[C@@H](CNCC(=O)[C@H](C)NC(=O)c1[nH]cnc1C(=O)N[C@@H](C)CN)NC(=O)c1nc[nH]c1C(=O)N[C@@H](Cc1ccccc1)C(=O)O	4	-13
COc1ccc(C2/C=C\CN(S(=O)(=O)c3cccc4cccnc34)CC(=O)N2Cc2ccc(F)cc2)cc1 (stereo unspecified)	-7	-11
CC(O)[C@H]1CNCCN1CCc1cccc2ccccc12 (stereo partly specified)	3	1
CCc1ccc(C2C(C#N)=C(N)OC3=C2C(=O)CCC3)s1 (stereo unspecified)	9	-3
COC(=O)COc1cccc2c(=O)n(CC(=O)Nc3ccc4c(c3)OCCO4)ccc12	6	-17
COc1ncnc2c1ncn2CCCN1CCN(Cc2ccc(C)cc2)CC1	12	-11
O=C(COC(=O)Cc1n[nH]c(=O)c2ccccc12)Nc1ccc(Cl)cn1	9	-6
O=C(Cc1cccs1)Nc1ccc(C(=O)O)cc1	-2	-1
CCN(CC)S(=O)(=O)c1ccc(N2CCCC2)c(NC(=O)CN2C(=O)NC3(CCCC3)C2=O)c1	-9	6

More compounds follow:
SMILES	TAG inh	TAG inh DAPI viability
COc1cc(CNC(=O)c2cc(-c3cc(F)ccc3OC(C)C)n[nH]2)cc(OC)c1	43	6
Cc1c(N2C(=O)CSC2c2ccccc2)c(=O)n(-c2ccccc2)n1C (stereo unspecified)	2	-7
CCN(CC(=O)Nc1ccccc1OC)C(=O)CSCC(=O)Nc1ccc(OC)cc1	-9	-6
CNC(=O)CSc1nc2cc(S(=O)(=O)Nc3ccc(OC)cc3)ccc2o1	-23	1
O=C(CN1C(=O)NC2(CCCC2)C1=O)N1CCN(S(=O)(=O)c2cc(Cl)ccc2Cl)CC1	-26	-9
Cc1nnc(SCC(=O)N2CCN(c3ccccc3F)CC2)n1C1CC1	14	-3
CC1(C(=O)NS(=O)(=O)C2CC2)CCCN(C(=O)Cc2ccc3ccccc3c2)C1 (stereo unspecified)	8	5
COc1cc([N+](=O)[O-])cc2sc(NC(=O)c3c(F)cccc3F)nc12	2	-9
COC(=O)CC1SC(=O)NC1=O (stereo unspecified)	-20	11
CSc1ccc(C(=O)C2CCCN(C(=O)CCc3cnn(C)c3)C2)cc1 (stereo unspecified)	-8	1

The listing continues:
SMILES	TAG inh	TAG inh DAPI viability
C=C(C)CSc1nnc(-c2ccc(OC)c(OC)c2)n1N	1	2
CS(=O)(=O)NCCNc1ncc(C(F)(F)F)cc1Cl	-11	-4
CCn1c(=NC(=O)c2ccco2)sc2cccc(F)c21	1	3
CNC1(c2nnnn2-c2ccccc2C)CCOC(C)(C)C1 (stereo unspecified)	-4	-5
COc1ccccc1CNC(=O)c1cc(-c2ccccc2)nn1CC1CC(c2cccc([N+](=O)[O-])c2)=NO1 (stereo unspecified)	10	-4
COc1ccc2c(c1)OC[C@H]1[C@H]2N2C(=O)CN(CCc3c[nH]c4ccccc34)C(=O)[C@@]2(C)[C@H]1c1ccccc1	30	-4
Cc1ccc(C(=O)Cn2c3[n+](c4ccccc42)CC(O)CS3)cc1 (stereo unspecified)	-12	7
CC(C)CCNC(=O)NC(=O)CSc1ccc(S(=O)(=O)N2CCOCC2)cn1	-14	-2
CCN(C(=O)CSC1=Nc2ccccc2C2CC=NN12)C1CCS(=O)(=O)C1 (stereo unspecified)	14	-1
O=C(O)c1ccc([N+](=O)[O-])nc1	12	-2

More results:
SMILES	TAG inh	TAG inh DAPI viability
[O-]/[N+](=C/c1ccc(F)cc1)c1ccccc1	-1	2
Brc1ccc2c(c1)[C@H]1OCC[C@H]1[C@@H](c1cccs1)N2	-11	0
NC(Cc1ccc(O)cc1)c1cn([C@@H](CCC(=O)O)C(=O)N2CCNCC2)nn1 (stereo partly specified)	14	-8
COc1ccc(-n2c(=O)c3c4c(sc3n3c(=S)[nH]nc23)CCCC4)cc1	-6	-9
COc1cccc(CNC(=O)COC(=O)CCS(=O)(=O)c2ccc(C)cc2)c1	4	-2
CC1CCC2C(=O)N(c3ccccc3OC(=O)c3ccccc3F)C(=O)C2C1 (stereo unspecified)	3	6
CN(C(=O)c1ccc(NC(=O)Cc2cccc(NC(=O)C3CCN(C(=O)C4CCCC4)CC3)c2)cc1)C1CCCC1	18	-3
COCc1c(C(=O)Nc2nc(C)cs2)oc2ccccc12	8	-1
CN(C(=O)CSc1nncc2ccccc12)C1CCCCC1	6	-1
CCN(CC)S(=O)(=O)c1csc(C(=O)Nc2ccccn2)c1	7	-14

(more compounds)
SMILES	TAG inh	TAG inh DAPI viability
CCCc1cc(=O)[nH]c(SCC(=O)Nc2cc(S(=O)(=O)N3CCCCC3)ccc2C)n1	0	-2
NNC(=O)c1ccc(CSc2nc3ccccc3[nH]2)cc1	-20	16
O=C(COC(=O)CN1C(=O)C2CCCCC2C1=O)Nc1ccc(F)c(F)c1F (stereo unspecified)	3	-7
Cc1nc2c(F)c(F)c(C(F)(F)F)c(F)c2[nH]1	3	20
COC(=O)c1ccc(Cn2cnc3c(Cl)ncnc32)cc1	-9	5
CC(C)c1cc[n+](-c2nc([O-])sc2C=O)cc1	-31	10
CC(O)(c1cccnc1)c1nc(-c2cc(F)cc(F)c2)cs1 (stereo unspecified)	-20	5
Cc1cccc(OC(=O)c2cncc(Br)c2)c1	8	-8

In the list so far, five have a CF3 group:
SMILES	TAG inh	TAG inh DAPI viability
Cn1ncc(Cl)c1C(=O)Nc1cc(C(F)(F)F)ccc1F	-3	-6
CCOC(=O)NC(Nc1ncccn1)(C(F)(F)F)C(F)(F)F	-1	2
CCOC(=O)C1(C)CCCN1C(=O)c1ccc(C(F)(F)F)nc1C (stereo unspecified)	-13	-9
CS(=O)(=O)NCCNc1ncc(C(F)(F)F)cc1Cl	-11	-4
Cc1nc2c(F)c(F)c(C(F)(F)F)c(F)c2[nH]1	3	20
